NFkB transloc pot: enhancers of NFkB p65 translocation in HUVEC – imaging, IL-1B stimulus, high-content imaging, primary screen | HUVEC IL-1B NFkB p65 nuclear translocation imaging | activation, % at 2 µM | 0.3% of 94,000 active | AID 819, 2007;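 active = activation above 40%, about the mean plus 3 SD, also judged a hit on visual image review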;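 also: percent activation is computed from the nuclear over cytoplasmic p65 intensity ratio; values of inactives mirror those of a sister screen read the other way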
Bcl-B displacement: displacers of TR3 peptide from Bcl-B, primary screen, selectivity assay for Bfl-1 inhibitor project, biochemical, fluorescence polarization | FP displacement of FITC-TR3 peptide from Bcl-B; higher % means a stronger effect | displacement, % at 20 µM, or IC50 in µM where a hit was titrated | 0.11% of 96,000 active;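 active = displacement above 50% at 20 µM plus a fluorescence interference ratio under 1.5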;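 also: plate controls were wells without compound for no effect and wells lacking Bcl-B protein for full effect; a part of the inactive calls stands beside numbers as strong as those of hits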
MRP resist rev: reversal of MRP1-mediated doxorubicin resistance, primary screen, H69AR cells, doxorubicin co-treatment | H69AR cells + 2 uM doxorubicin, CellTiter-Glo, 72 h | differential viability (reversal), % at 10 µM | 0.04% of 85,000 active;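 active = viability drop by adding the cancer drug above about 55%, with treated viability meeting a 40% cutoff, limit read from the data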;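 also: viability without doxorubicin minus viability with 2 µM doxorubicin for each compound; larger differential means the compound sensitizes cells more to doxorubicin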
IL1B NFkB inh: inhibitors of IL-1B driven NFkB p65 nuclear import, primary screen, imaging, HUVEC, IL-1B stimulus, high-content imaging | HUVEC IL-1B NFkB p65 nuclear translocation imaging | inhibition, % at 2 µM | 0.43% of 94,000 active | AID 796, 2007;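 active = inhibition above about 30% together with a positive call from visual inspection of the well image, limit read from the data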;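 also: nuclear over cytoplasmic p65 intensity ratio measured by imaging; 0% = IL-1B stimulated DMSO wells and 100% = unstimulated DMSO wells; values of inactives mirror those of a sister screen read the other way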
PLAP inhibition: PLAP enzyme inhibitors, biochemical, luminescence, HTS (AID 690). Alkaline phosphatase, placental type (Homo sapiens). purified PLAP, luminescent substrate; higher % means a stronger effect. one-dose inhibition, % at 20 µM; IC50 in µM for titrated hits. 0.08% of 96,000 active; in the data active = a potency from the dose series; inactive = the rest, 99 in 100 with inhibition below about 30%; also: strong numbers were not always called active
MRP resist rev cytotoxicity: recorded beside MRP resist rev, whose call it bears; viability, %; H69AR cells, CellTiter-Glo, 72 h; measured here: cytotoxicity without doxorubicin
MRP resist rev with doxorubicin: further read-out of MRP resist rev, marked with its call; viability, %; measured here: viability with 2 uM doxorubicin; hits give low values
IL1B NFkB inh cell count 2 µM: also measured in IL1B NFkB inh; calls as there; cell count; measured here: cells passing quality filter;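 raw number of nuclei counted in each imaged well without normalization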
NFkB transloc pot cell count 2 µM: further read-out of NFkB transloc pot, marked with its call; cell count; measured here: cells passing quality filter
Numbers without * were called inactive; . = no result given; & = joins results of further samples.

The line under a structure holds: NFkB transloc pot cell count 2 µM	IL1B NFkB inh	MRP resist rev	Bcl-B displacement	NFkB transloc pot	MRP resist rev with doxorubicin	PLAP inhibition	IL1B NFkB inh cell count 2 µM	MRP resist rev cytotoxicity
Cc1csc(NC(=O)C2CCCO2)n1 (configuration not stated)
  139	15	-9	0%	-15	116	12%	139	107
COCCN1C(=O)c2oc3cc(C)c(C)cc3c(=O)c2C1c1cccc(O)c1 (configuration not stated)
  142	-6	10	.	6	83	.	142	92
O=C1CN(c2nnnn2-c2ccccc2)CCN1
  68	-12	2	-13%	12	86	-28%	68	88
COc1cccc(NC(=O)C2CCN(Cc3cnn(-c4ccccc4)c3-n3cccc3)CC2)c1
  157	20	-21	-8%	-20	79	-359%	157	58
CC(C)(C)c1cc(NC(=O)C2CCCO2)no1 (configuration not stated)
  112	1	-14	-9%	-1	106	12%	112	93
Nc1ccccc1C#Cc1ccccc1
  164	-2	.	-5%	2	.	20%	164	.
c1ccc(-c2nc3cnccn3c2Nc2ccc3c(c2)OCCO3)cc1
  90	10	.	.	-10	.	.	90	.
O=C1C2CC=C(Cl)CC2C(=O)N1CCN1CCOCC1 (configuration not stated)
  139	-8	-12	-13%	8	106	20%	139	94
CCc1nc(SCC(=O)Nc2ccc(C(=O)O)cc2)n[nH]1
  64	-20	8	-3%	20	91	16%	64	99
COc1ccccc1OCC(=O)O
  105&126	13&-11	-1&-3	5%	-13&11	88&96	4%	105&126	86&94
CN1CCN(Cc2nc3c(c(=O)n(C)c(=O)n3C)n2CCCc2ccccc2)CC1
  119	6	.	-20%	-6	.	-40%	119	.
CCCc1c(C)c2c(C)[nH]nc2oc1=O
  .	.	14	-10%	.	83	-5%	.	96
Cc1ccc(C)c(N2CCN(C(=O)C3CCCN(S(=O)(=O)c4c(C)noc4C)C3)CC2)c1 (configuration not stated)
  .	.	23	-1%	.	39	-41%	.	62
c1ccc(-n2nnc3ccccc32)nc1
  118	5	-1	4%	-5	95	6%	118	94
O=C(Nc1cccc(Cl)c1)O/N=C\c1ccncc1
  187	-4	.	2%	4	.	17%	187	.
CCCCN(NC(C)=O)c1nc(Cl)nc(NC(C)C)n1
  188	11	-9	-3%	-11	113	-3%	188	104
COC(=O)c1nnn(Cc2ccccc2)c1N
  148	-13	7	1%	13	86	0%	148	93
Cc1onc(-c2ccccc2Cl)c1C(=O)OCC(=O)Nc1ccc2c(c1)OCO2
  .	.	11	-78%	.	94	-20%	.	106
COc1ccc(OC)c(N=Cc2c(O)[nH]c3ccccc23)c1
  87	-2	-14	-5%	2	93	10%	87	79
Cc1cc(C)cc(NS(=O)(=O)c2ccc3oc(=O)ccc3c2)c1
  165	-8	22	7%	8	81	-36%	165	103
CCOC(=O)CSc1nnc(-c2cccnc2)o1
  126	0	-2	.	0	100	.	126	98
COCCN(C(=O)CNC(=O)c1ccco1)C(C(=O)NC1CCCCC1)c1cccs1 (configuration not stated)
  107	22	14	.	-22	85	.	107	99
CC(=O)N1CCc2cc(Br)cc(S(=O)(=O)N3CCCCCC3)c21
  95	0	13	-6%	0	85	6%	95	98
Brc1ccc2oc3c(N4CCOCC4)ncnc3c2c1
  .	.	-16	-10%	.	71	4%	.	56
O=C1CC(c2cccc(Oc3ccccc3)c2)NC(=O)N1 (configuration not stated)
  166	-1	14	3%	1	89	8%	166	102
COc1ccc(NC(=O)CSc2nnc(-c3ccc(C)cc3)n2N)cc1
  90	12	21	8%	-12	81	12%	90	103
COc1ccc(-c2nc(CSCC(=O)N3CCc4ccccc4C3)c(C)o2)cc1OC
  .	.	3	-7%	.	85	-42%	.	88
Cc1ccc(-n2nnnc2-c2cnc(-c3cccnc3)nc2C(F)(F)F)cc1
  138	8	.	8%	-8	.	13%	138	.
CCCCN(C)C(=O)c1sc2ncn(CC)c(=O)c2c1C
  116	-15	.	-6%	15	.	0%	116	.
CC(=NCCCNC1CCCCC1)C1=C(O)CC(C)(C)CC1=O
  157	-14	.	-1%	14	.	-29%	157	.
COc1ccccc1-n1c(CNC(=O)COc2ccccc2)n[nH]c1=S
  73	-11	-4	-6%	11	96	-11%	73	92
CCOC(=O)C1=C(c2ccccc2)Nc2ncnn2C1c1cccc(OC)c1OC (configuration not stated)
  88	-3	17	-1%	3	22	-53%	88	39
CC(CO)N1CCS(=O)(=O)CC1 (configuration not stated)
  78	2	10	-3%	-2	84	-35%	78	94
COc1ccc(C2SCC(=O)N2CCCN(C)C)cc1 (configuration not stated)
  179	-8	-14	110%	7	96	-20%	179	82
CCOC(=O)C1=C(C)OC(N)=C(C#N)C1c1cc2ccccc2nc1N1CCCCC1 (configuration not stated)
  133	-20	10	-1%	20	74	.	133	84
CCC(C)NC(=O)C(CCSC)NC(=O)c1ccccc1 (configuration not stated)
  75	9	4	16%	-9	107	7%	75	110
CCOC(=O)c1cn2cccnc2n1
  .	.	5	-8%	.	95	18%	.	100
COc1ccc(C2C(C(C)=O)=C(O)C(=O)N2c2ccc(Br)cn2)cc1 (configuration not stated)
  140	-6	.	-2%	6	.	-3%	140	.
CN1CCN(Cc2c(C#N)c3ccccc3n2C)CC1
  .	.	-7	6%	.	90	-40%	.	83
CCOC(=O)c1cc2c(C)n(-c3ccc(OCC)cc3)c(C)c2ccc1=O
  147	-4	.	-10%	4	.	0%	147	.
CC(C)OCCCN1C(=O)c2[nH]nc(-c3ccccc3O)c2C1c1cccc(Cl)c1 (configuration not stated)
  148	-6	-18	-1%	6	24	-27%	148	6
Cn1c2ccccc2c2nn(-c3ccccc3)c(=O)cc21
  .	.	-23	-5%	.	108	-14%	.	85
Cc1ccc(CCNS(=O)(=O)c2ccc(C)cc2)cc1
  .	.	0	-4%	.	101	0%	.	100
CCn1nc(NS(=O)(=O)c2ccccc2)c2cc3cccc(C)c3nc21
  75	9	-14	-5%	-9	107	4%	75	93
O=C1c2oc3ccc(Br)cc3c(=O)c2C(c2cccc(F)c2)N1CCO (configuration not stated)
  86	5	0	4%	-5	87	9%	86	87
CCn1nc(C(=O)Nc2ccccc2C)c(Cl)c1Cl
  163	-21	.	-2%	21	.	10%	163	.
O=C(OCCCCN1C(=O)c2ccccc2C1=O)c1n[nH]c2ccccc12
  122	-25	-4	-2%	25	59	-97%	122	55
CC(=O)Nc1ccc(S(=O)(=O)NCCSCc2ccco2)cc1
  118	-11	.	-17%	11	.	-17%	118	.
CCOC(=O)c1cnc2ccc(C)cc2c1Sc1ccccc1C(=O)OC
  189	-2	.	2%	3	.	6%	189	.
O=C(CCN1C(=O)c2ccccc2C1=O)Nc1ccncc1
  .	.	-9	0%	.	110	-3%	.	101

(listing goes on)
The line under a structure holds: NFkB transloc pot cell count 2 µM	IL1B NFkB inh	MRP resist rev	Bcl-B displacement	NFkB transloc pot	MRP resist rev with doxorubicin	PLAP inhibition	IL1B NFkB inh cell count 2 µM	MRP resist rev cytotoxicity
O=C1CC(NCc2cccs2)C(=O)N1c1ccc(Cl)cc1 (configuration not stated)
  156	1	4	7%	-1	103	-23%	156	107
O=C(COC(=O)c1ccc(S(=O)(=O)N2CCOCC2)cc1)Nc1nc(-c2ccccc2)cs1
  163	-8	-3	0%	8	72	-24%	163	69
COc1ccc(N=C2SC(C(=O)O)CC(=O)N2Cc2ccc(OC)c(OC)c2)cc1 (configuration not stated)
  158	8	5	-3%	-8	82	-44%	158	86
Cc1ccc(C2C3=C(CC(C)(C)CC3=O)Nc3n[nH]c(C)c32)cc1 (configuration not stated)
  175	-14	-20	0%	14	103	-103%	175	83
C=CCOC(=O)C1=C(C)NC(SCC(=O)Nc2ccccc2)=C(C#N)C1c1ccco1 (configuration not stated)
  .	.	-11	9%	.	62	-14%	.	52
CCNc1nc(N)c(C(=C(C#N)C#N)c2ccccc2)s1
  155	5	.	4%	-5	.	15%	155	.
CCc1cc2c(cc3c(=O)n(CC(=O)N4CCN(c5ccccn5)CC4)nc(CC)n32)s1
  112	-1	-14	-2%	1	92	21%	112	78
O=C(COC(=O)c1ccc(Sc2ccccc2)c([N+](=O)[O-])c1)NC1CCCc2ccccc21 (configuration not stated)
  68	-4	12	32%	5	82	6%	68	94
COc1ccc(NC(=O)C2C3C=CC(O3)C2C(=O)NCc2cccnc2)cc1 (configuration not stated)
  88	2	.	0%	-2	.	4%	88	.
CCN(CCO)c1ncnc2c1sc1nc(CC(C)C)c3c(c12)CC(C)(C)OC3
  .	.	-10	-6%	.	68	-39%	.	59
Cc1ccc(-n2sc3ccccc3c2=O)cc1S(=O)(=O)N1CCCCC1
  65	10	-1	-9%	-10	3	1%	65	1
CCOC(=O)c1c(NC(=O)CSc2nnnn2C)sc(C)c1C
  175	-14	6	2%	14	74	3%	175	80
Cc1nc2ccccc2n1C1CC(=O)N(Cc2ccccc2)C1=O (configuration not stated)
  141	-7	3	24%	7	82	7%	141	85
CC(=O)c1nc(N2C(=O)C3CC=C(C)CC3C2=O)sc1C (configuration not stated)
  114	0	7	-5%	0	83	-6%	114	90
Cc1nc(N2CCN(c3ccccc3)CC2)nc2c1C(=O)CC(c1ccccc1)C2 (configuration not stated)
  107	-27	.	-4%	27	.	2%	107	.
CC(=O)Nc1ccccc1C(=O)C(=O)O
  99	-21	.	0%	21	.	5%	99	.
CCCC(=O)Nc1ccccc1NC(=O)CCC
  133	-23	9	-7%	23	83	13%	133	92
O=C(COc1ccc(Cl)cc1Cl)N/N=C1\CCCc2ccccc21
  134	-4	.	2%	3	.	13%	134	.
Cc1nc2sc(C(c3ccccc3)N3CCN(C(=O)c4ccco4)CC3)c(O)n2n1 (configuration not stated)
  110	-3	8	.	3	76	.	110	84
O=C(O)c1ccc(-c2ccc(Cl)cc2Cl)o1
  129	-9	.	-12%	9	.	-1%	129	.
COC(=O)c1ccc(CSc2nc3ccccc3c(=O)n2CC(C)C)o1
  163	-24	24	1%	24	80	2%	163	104
O=C(OCC#CCSc1nnc(-c2ccncc2)o1)c1cccs1
  158	-9	-6	1%	9	63	3%	158	56
Cc1cc(NC(=O)CC(CN(C)S(=O)(=O)c2ccccc2)c2ccccc2)no1 (configuration not stated)
  .	.	-1	0%	.	80	10%	.	79
CCOc1cc(C2/C(=C(/O)c3ccc(OC(C)C)cc3)C(=O)C(=O)N2CCCOC)ccc1O (configuration not stated)
  194	-1	-1	0%	1	90	9%	194	90
CCN1/C(=C/c2ccc3ccccc3[n+]2CC)C=Cc2ccccc21
  .	.	0	-197%	.	2	11µM*	.	2
Cc1ccc(-c2nn3c(C)nnc3s2)cc1N
  100	3	-7	-2%	-3	104	11%	100	96
O=C(NC1=NCCS1)c1cc2ccccc2o1
  167	4	2	-12%	-4	90	9%	167	92

Among those listed so far, these contain a COOH group.
The line under a structure holds: NFkB transloc pot cell count 2 µM	IL1B NFkB inh	MRP resist rev	Bcl-B displacement	NFkB transloc pot	MRP resist rev with doxorubicin	PLAP inhibition	IL1B NFkB inh cell count 2 µM	MRP resist rev cytotoxicity
CCc1nc(SCC(=O)Nc2ccc(C(=O)O)cc2)n[nH]1
  64	-20	8	-3%	20	91	16%	64	99
COc1ccccc1OCC(=O)O
  105&126	13&-11	-1&-3	5%	-13&11	88&96	4%	105&126	86&94
COc1ccc(N=C2SC(C(=O)O)CC(=O)N2Cc2ccc(OC)c(OC)c2)cc1 (configuration not stated)
  158	8	5	-3%	-8	82	-44%	158	86
CC(=O)Nc1ccccc1C(=O)C(=O)O
  99	-21	.	0%	21	.	5%	99	.
O=C(O)c1ccc(-c2ccc(Cl)cc2Cl)o1
  129	-9	.	-12%	9	.	-1%	129	.

From PubChem

The list is partial (hit frequency here may not be typical).
